Screening data as filed in PubChem BioAssay.
NSD2 inh = NSD2 histone methyltransferase inhibitors, primary screen, biochemical, AlphaScreen, single concentration, set 2; Histone-lysine N-methyltransferase NSD2 (Homo sapiens), O96028; NSD2 peptide methylation, 120 min; inhibition, % at 12.5 µM; 310,000 compounds, 0.54% hits; in the data active means inhibition above about 50%
CAL PDZ FP-1 = untagged CAL PDZ binding inhibitors, primary screen, biochemical, fluorescence polarization, HTS; purified CAL PDZ, TMR-peptide fluorescence polarization, 1 h; AID 602252, 2012; inhibition, % at 24.9 µM; 300,000 compounds, 0.92% hits;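 active means mean inhibition of at least 30% with at least half of replicates also reaching 30%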;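 further: 0% = DMSO neutral control and 100% = excess unlabeled competitor peptide PRC23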
CAL PDZ FP-2 = CAL PDZ peptide-binding inhibitors, primary screen, biochemical, fluorescence polarization, Cer-tagged CAL PDZ, HTS | purified CAL PDZ, TMR-peptide fluorescence polarization, 1 h | Golgi-associated PDZ and coiled-coil motif-containing protein (Homo sapiens), Q9HD26 | AID 504414, 2011 | inhibition, % at 20 µM | 330,000 compounds, 0.02% hits;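 active means highest replicate inhibition of at least 40%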;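 further: plate controls were DMSO neutral control wells for no effect and unlabeled competitor peptide control wells for full effect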
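Control set: unlabelled peptide and DMSO controls / Material: purified CerCALP PDZ construct / Timing: 1 h incubation at room temperature before polarization reading / Doses: 20 µM, one dose / Detection: fluorescence polarization (mP)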
Pemphigus Ab inh = inhibitors of pemphigus antibody binding to DSG3, primary screen, biochemical, bead-based, flow cytometry, scFv-GFP. Desmoglein-3 (Homo sapiens), P32926. DSG3-coupled beads, scFv-anti-DSG3-GFP binding; stronger effect = lower value. 310,000 compounds, 0.48% hits. binding (percent of control), % at 10 µM;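 active means binding more than 3 SD below its plate's average and above zero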; further: some compounds called inactive have numbers as strong as hits
LANA DNA inh = inhibitors of KSHV C-LANA binding to DNA, primary screen, biochemical, fluorescence polarization, FAM-LBS DNA, MBP-C-LANA, single point | 340,000 compounds, 0.078% hits | inhibition, % at 9 µM | AID 504423, 2011;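 active means highest replicate inhibition at or above 60% at 9 µM, even if other replicates fall short; inactive means all replicates below 60% inhibition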;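 further: 0% = neutral control wells and 100% = 4 µM acridine orange control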
DAGLB inh = DAGLB lipase inhibitors, primary screen, biochemical, fluorescence, HTS; Diacylglycerol lipase-beta (Homo sapiens), Q8NCG7; inhibition, % at 5.17 µM; HEK293T DAGLB membrane lysate, EnzChek fluorogenic substrate; 340,000 compounds, 0.059% hits; in the data active means inhibition above about 34%;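 further: 0% = enzyme with vehicle and 100% = wells lacking enzyme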
Keap1 Nrf2 FP = Keap1-Nrf2 protein-protein interaction inhibitors, primary screen, biochemical, fluorescence polarization, single point | Kelch-like ECH-associated protein 1 (Homo sapiens), Q14145 | Keap1 Kelch-Nrf2 peptide fluorescence polarization, 1536-well | inhibition, % at 9.4 µM | 340,000 compounds, 0.15% hits; in the data active means inhibition above about 12%;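 further: human Keap1 Kelch domain with fluorescein labeled Nrf2 9mer peptide probe; 0% = neutral control wells and 100% = peptide positive control; higher means more block of Keap1 binding to Nrf2 peptide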
Target sequence (Q14145 whole entry, looked up, the tested form may be a part): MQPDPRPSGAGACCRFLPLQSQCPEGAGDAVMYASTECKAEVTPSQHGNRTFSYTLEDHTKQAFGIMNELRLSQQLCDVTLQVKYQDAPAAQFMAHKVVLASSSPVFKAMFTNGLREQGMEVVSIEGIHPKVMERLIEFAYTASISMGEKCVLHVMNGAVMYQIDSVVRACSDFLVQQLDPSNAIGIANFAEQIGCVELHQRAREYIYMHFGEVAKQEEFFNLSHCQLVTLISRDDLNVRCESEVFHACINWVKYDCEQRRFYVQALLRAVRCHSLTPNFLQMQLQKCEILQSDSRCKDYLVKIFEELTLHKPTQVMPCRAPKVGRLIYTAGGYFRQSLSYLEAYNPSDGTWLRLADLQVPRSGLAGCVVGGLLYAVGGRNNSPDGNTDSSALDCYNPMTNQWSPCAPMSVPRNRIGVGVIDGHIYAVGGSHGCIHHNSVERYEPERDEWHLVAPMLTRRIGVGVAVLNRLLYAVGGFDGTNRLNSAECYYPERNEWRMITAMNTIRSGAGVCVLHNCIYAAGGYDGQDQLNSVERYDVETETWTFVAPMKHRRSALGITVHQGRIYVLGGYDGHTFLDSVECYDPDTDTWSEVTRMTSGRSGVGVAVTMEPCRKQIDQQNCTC
Arrestin-AP2 inh = inhibitors of beta-arrestin/AP2 binding, primary screen, biochemical, GPCR trafficking, flow cytometry; beta-arrestin 1 C-terminal peptide binding to AP2 beta2-adaptin appendage (human); FITC-arrestin peptide / GST-AP2 beads; AP2 beta2 appendage carries R879A mutation; inhibition, % at 10 µM; 340,000 compounds, 0.31% hits;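 active means inhibition above a set limit, near 3 SD of compounds lacking own fluorescence, cut at about 54% in these data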;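 further: plate controls were DMSO wells for no effect and 5 µM unlabelled arrestin peptide for full effect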
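test system = AP2 appendage R879A on GSH beads | buffer or medium = PBS plus Tween 20 (0.05%) and BSA (0.1%) | incubation = 12 min plus 1 h, RT | detection = bead flow cytometry, FITC channel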
V-ATPase pHluor = regulators of yeast V-ATPase proton pumping, primary screen, pHLuorin cytosolic pH fluorescence. S. cerevisiae. response, % at 10 µM. 350,000 compounds, 0.37% hits. AID 504577, 2011; in the data active means response mostly above about 7.3%, no sharp cut-off; inactive means mostly below about 5.4%; further: actives read high; inactives centre near 0; some compounds called inactive have numbers as strong as hits
Cardiac RTF inh = cardiac RTF calcium sensitivity inhibitors, primary screen, biochemical, IANBD-TnC fluorescence, EC70 calcium. inhibition, % at 7.15 µM. 340,000 compounds, 0.12% hits. AID 493244, 2011. Troponin I, cardiac muscle (Homo sapiens) + Troponin T, cardiac muscle (Homo sapiens) + …. IANBD-labeled cardiac RTF, Ca2+ fluorescence;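 active means inhibition above the mean inhibition of all tested compounds plus 3 SD, cut at about 17% in these data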;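 further: assay run at fixed EC70 calcium of 1.6 mM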
* = called active by the depositor; . = no result given.

Sequence of screens: NSD2 inh	CAL PDZ FP-1	CAL PDZ FP-2	Pemphigus Ab inh	LANA DNA inh	DAGLB inh	Keap1 Nrf2 FP	Arrestin-AP2 inh	V-ATPase pHluor	Cardiac RTF inh
COc1cccc(C(=O)Nc2nnc(C(C)C)s2)c1
 : 2	.	0.6	94	-1.3	-3	0	21	-2	-2
O=C(CSc1nnc(-c2ccncc2)n1-c1ccc(Cl)cc1)Nc1ccc(C(=O)O)cc1
 : -3	-4	0.4	107	3.8	2	-1	-23	-2	4
Cc1ccc(NC(=O)C2CCCN(S(=O)(=O)c3ccc(-n4cnnn4)cc3)C2)cc1 (configuration not stated)
 : -3	5	-3.1	106	-1.3	-1	-1	38	-2	4
C=CCn1c(CSc2nc3ccccc3s2)nnc1SCC(=O)NCc1ccco1
 : 1	-4	-1.3	.	0.5	-3	-4	18	4	-13
O=S(=O)(Cc1ccccc1)N1CCN(Cc2ccc(F)cc2Cl)CC1
 : -2	8	0.0	114	-1.4	-5	2	25	-2	1
CCc1nn(C(C)C(=O)N2CCc3ccccc3C2)c(=O)c2cc3occc3n12 (configuration not stated)
 : 1	-2	-1.3	103	0.7	0	-5	1	-2	3
O=C(O)c1ccc(/C=N\Nc2ccccn2)cc1
 : -1	-3	0.3	110	-0.9	-4	-3	2	6	-2
Cn1nc(C(=O)NC2=NCCS2)ccc1=O
 : -1	0	-0.9	.	-1.0	2	-4	2	-2	-1
Cc1nc2nc(SCC(=O)O)nn2c(C)c1Cc1c(F)cccc1Cl
 : -2	.	0.5	95	-0.7	-2	-3	-8	2	-3
CC(C)(C)C1CCc2c(sc3c2C(=O)NC(c2ccco2)N3)C1 (configuration not stated)
 : .	-3	-2.0	100	1.7	5	2	9	-2	-9
O=C(NCCC(=O)N(CCc1ccccc1)Cc1ccccc1)c1ccc(Br)cc1
 : -2	-3	0.4	116	-1.7	-5	-4	-4	0	-8
COc1cccc(C(=O)Nc2cccc(C(=O)N3CCOCC3)c2)c1
 : 0	1	-0.2	104	0.2	-2	-1	14	0	21*
C=CCn1c(Oc2cc(C)ccc2C)nc2c1c(=O)n(C)c(=O)n2C
 : 0	-4	-2.8	102	-0.8	1	6	2	2	-4
COc1ccc(Cn2c(-c3ccccc3)nc3c(c(=O)c4ccccc4n3C)c2=O)cc1
 : -5	-4	-1.5	.	-0.1	2	-4	-3	-1	9
Cc1ccc(CNC(=O)CCS(=O)(=O)c2ccc3c(c2)CC(C)N3C(=O)C2CC2)cc1 (configuration not stated)
 : 1	-2	-2.6	97	0.4	-2	-4	-6	6	-3
COC(=O)/C=c1/sc2nc3ccccc3n2c1=O
 : .	-3	-0.7	99	1.1	-3	-3	0	1	-6
COc1cccc(/C=C2\SC(=O)N(CCC(=O)NNC(=O)c3ccccc3Cl)C2=O)c1
 : -2	-3	-1.4	87	1.9	6	-3	-7	-1	-10
CC(=O)Nc1ccc(N2C(=O)CC(c3ccccc3)CC2=O)cc1
 : 9	-2	-2.2	102	-0.7	0	-3	-10	2	11
CCCn1cc(S(=O)(=O)CC(=O)N2CCc3ccccc32)c2ccccc21
 : .	0	0.5	.	1.4	-4	-1	53	.	4
CCCCN(C(=O)c1c(CC)noc1C)c1c(N)n(CCC)c(=O)[nH]c1=O
 : 0	0	-1.2	103	0.2	1	-4	-14	3	-5
CC(=O)C1=C(O)C(=O)N(CC#N)C1c1cccs1 (configuration not stated)
 : 2	1	-0.6	96	0.2	0	-1	23	-4	-1
CCc1nnc(NC(=O)C(CC)c2ccccc2)s1 (configuration not stated)
 : -2	8	-0.3	112	-1.8	0	-3	-10	6	3
Cc1ccc(C(=O)CC2SC(N)=NC2=O)cc1 (configuration not stated)
 : 1	-4	0.5	105	2.2	-4	-1	4	1	1
O=C(NCc1ccccc1F)C(=O)NCC1CCCN1S(=O)(=O)c1cccs1 (configuration not stated)
 : 0	0	-0.9	118	0.3	-5	-1	24	-5	-6
O=C(c1cnn(C(=O)c2ccccc2)c1)c1ccccc1O
 : 5	-1	-2.3	99	1.2	3	6	-18	1	2
C/C=C/c1ccc(OCC(=O)N(CCOC)c2c(N)n(CCCC)c(=O)[nH]c2=O)c(OC)c1
 : -2	-4	-5.0	102	0.2	-1	1	-14	5	-6
Cn1c(CSCc2ccccc2Cl)n[nH]c1=S
 : -4	-3	-3.3	94	0.0	2	-2	-8	1	-3
CCCCN(C)CCCNC(=O)c1cccc(N2CCCC2=O)c1
 : 5	-3	-1.3	106	1.1	-5	-6	0	4	-4
CCC(C)NC(=O)CN(C1CCCCC1)S(=O)(=O)c1ccc(F)cc1 (configuration not stated)
 : -2	-2	0.0	101	1.0	-1	2	17	-5	4
O=C(CN(CCc1ccccc1)C(=O)CNS(=O)(=O)c1ccccc1)NCC1CCCO1 (configuration not stated)
 : -1	-2	0.5	102	-3.0	0	-2	4	-4	2
O=C(CCN1CCN(c2ccc([N+](=O)[O-])cc2)CC1)c1ccc(Cl)cc1
 : 13	-7	1.1	107	-1.8	1	-3	4	3	0
Cc1ccc(NCc2n[nH]c(=S)n2-c2ccccc2)cc1Cl
 : 19	-1	-0.3	117	0.0	3	-1	-16	-1	-1
CSc1c2c(nc3ncnn13)CCC2
 : 2	-4	0.2	116	2.1	0	1	-11	0	14
CCOC(=O)C(NC(C)=O)C(=O)Nc1c(C)cccc1C (configuration not stated)
 : -2	-1	-0.1	105	1.3	0	1	2	3	-30
Cc1cccc(NC(=S)NN2CCN(C)CC2)c1
 : -2	1	-0.4	102	-0.6	0	2	2	3	-4
CCN1CCN(c2ccc(S(=O)(=O)N3CCOCC3)cc2NC(=O)C2CCC(C(C)(C)C)CC2)CC1 (configuration not stated)
 : 4	73*	-0.8	107	-1.3	1	-2	-9	1	-6
COCCNC(=O)C(c1ccc(O)cc1)N(Cc1ccco1)C(=O)CCC(=O)Nc1ccccn1 (configuration not stated)
 : -4	-9	-0.8	.	3.4	2	-2	-1	6	-3
Cc1cc(Br)ccc1NC(=O)CN(C)C(=O)C1CCN(C(=O)c2ccc(F)cc2)CC1
 : -1	3	-1.7	113	-0.1	0	-4	17	12*	-11
Cn1cnc([N+](=O)[O-])c1Oc1ccccc1
 : 1	-3	-3.0	103	0.3	-1	-3	.	-1	-6
CCc1ccc(NC(=O)CSCCN2C(=O)c3ccccc3C2=O)cc1
 : -2	-1	-3.4	80	-0.1	-5	7	3	2	-6

Gathered by group, those above with bromine.
Sequence of screens: NSD2 inh	CAL PDZ FP-1	CAL PDZ FP-2	Pemphigus Ab inh	LANA DNA inh	DAGLB inh	Keap1 Nrf2 FP	Arrestin-AP2 inh	V-ATPase pHluor	Cardiac RTF inh
O=C(NCCC(=O)N(CCc1ccccc1)Cc1ccccc1)c1ccc(Br)cc1
 : -2	-3	0.4	116	-1.7	-5	-4	-4	0	-8
Cc1cc(Br)ccc1NC(=O)CN(C)C(=O)C1CCN(C(=O)c2ccc(F)cc2)CC1
 : -1	3	-1.7	113	-0.1	0	-4	17	12*	-11

(next part)
Sequence of screens: NSD2 inh	CAL PDZ FP-1	CAL PDZ FP-2	Pemphigus Ab inh	LANA DNA inh	DAGLB inh	Keap1 Nrf2 FP	Arrestin-AP2 inh	V-ATPase pHluor	Cardiac RTF inh
CCN(CC(=O)Nc1ccc(OC)cc1)C(=O)c1ccc2ccccc2c1
 : 0	.	-0.5	91	0.7	0	-6	1	0	0
O=C(Nc1ccc2cn[nH]c2c1)c1c(Cl)cccc1Cl
 : 16	-3	-0.7	97	0.8	0	-2	43	0	-5
COc1cccc(S(=O)(=O)Nc2ccc3c(c2)OCCO3)c1
 : 1	-1	0.8	103	2.8	-1	-3	-9	-2	-3
COc1ccc(NS(=O)(=O)c2cccc(C(=O)OCC(=O)N3CCN(c4ccc(OC)cc4)CC3)c2)cc1
 : -3	0	-1.7	101	-1.4	3	0	4	0	-22
Cc1cc(C)c2c(N)c(C(=O)N/N=C/c3cccs3)sc2n1
 : -7	.	.	97	.	.	.	15	-9	.
Cn1c(=O)c2cc(S(=O)(=O)NC(Cc3ccccc3)C(=O)NCc3ccco3)ccc2n(C)c1=O (configuration not stated)
 : .	5	-1.9	99	-1.8	0	-6	11	6	-8
CCNc1nc(NCC)n2c(SCC(=O)Nc3cccc(Cl)c3)nnc2n1
 : 3	2	-3.3	100	-0.6	2	-1	59*	1	-3
Cn1cccc1Cc1nnc(SCC(=O)Nc2ccc3c(c2)OCCO3)n1CCc1ccccc1
 : .	3	-0.4	108	0.9	-5	-3	1	-3	-1
C[C@H](CO)N1C[C@H](C)[C@@H](CN(C)S(=O)(=O)c2cn(C)cn2)Oc2ccc(NC(=O)C3CC3)cc2C1=O
 : .	-3	-0.6	105	0.8	-2	-8	10	6	-16
COc1cccc(/C=C/C(=O)OCC(=O)c2ccc3c(c2)NC(=O)CO3)c1OC
 : 0	-6	-0.9	94	1.9	3	1	-10	1	8
C=CCNC(=O)c1cc(-c2ccccc2O)on1
 : .	-7	-2.2	80*	0.7	1	-4	13	3	-13
COc1ccccc1NS(=O)(=O)c1cccc(C(=O)N/N=C2\CC(=O)CC(C)(C)C2)c1
 : 0	0	-0.5	98	2.8	2	-4	1	2	8
CN(CCNC(=O)CCNC(=O)Cn1ccc2ccccc2c1=O)Cc1ccccc1
 : -2	6	0.0	92	-1.2	-4	-2	4	2	5
CCCCOc1ccccc1P(=O)(O)CP(=O)(c1ccccc1)c1ccccc1
 : 3	-1	-0.7	101	-0.4	2	-2	13	0	1
O=C(NC(Cc1ccccc1)c1ccc2c(c1)OCCCO2)c1ccccc1F (configuration not stated)
 : -9	-3	.	97	1.4	-4	-3	-2	7	-1
O=C(Nc1cscc1S(=O)(=O)c1ccc(Cl)cc1)c1ccccc1Cl
 : -4	.	.	100	.	.	.	42	-2	.
COC(=O)COc1ccc(C(c2c(C)[nH][nH]c2=O)c2c(C)[nH][nH]c2=O)cc1
 : 21	3	-1.5	108	1.2	0	-4	-10	-2	-4
CCC1(CC)C(=O)N(c2ccccc2)C(=N)N(c2ccccc2)C1=O
 : 1	.	0.5	100	1.6	-3	-7	-7	3	-12
Nc1nnc(SCC(=O)Nc2cccc(S(=O)(=O)N3CCOCC3)c2)s1
 : 0	-1	-1.8	107	-0.5	-1	-5	0	-3	-6

An excerpt; the hit share may differ from the screen's.
